# Source: PubChem
# Peg3 promoter = Peg3 promoter-driven luciferase inhibitors, primary screen, cell-based, HeLa, luciferase luminescence; AID 588405, 2011; inhibition, % at 20 µM; HeLa PEG-Prom luciferase reporter, overnight; hit rate 1.7% among 360,000;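 active = inhibition of at least 50% at 20 µM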
# NR2E3 ag-1 = inhibitors of NR2E3-RetCOR corepressor binding, primary screen, NR2E3 agonist project, biochemical, TR-FRET, GST-NR2E3, biotin-RetCOR. Photoreceptor-specific nuclear receptor (Homo sapiens), Q9Y5X4. 1536-well. inhibition of corepressor binding, % at 4.78 µM. hit rate 0.12% among 320,000. AID 2300, 2010;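 active = percent inhibition above the cutoff of mean plus 3 SD of all tested compounds, set per screening campaign, cut at about 20% in these data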;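 also: 0% = DMSO wells and 100% = biotin wells as full block of FRET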
# Target sequence (Q9Y5X4 whole entry, looked up): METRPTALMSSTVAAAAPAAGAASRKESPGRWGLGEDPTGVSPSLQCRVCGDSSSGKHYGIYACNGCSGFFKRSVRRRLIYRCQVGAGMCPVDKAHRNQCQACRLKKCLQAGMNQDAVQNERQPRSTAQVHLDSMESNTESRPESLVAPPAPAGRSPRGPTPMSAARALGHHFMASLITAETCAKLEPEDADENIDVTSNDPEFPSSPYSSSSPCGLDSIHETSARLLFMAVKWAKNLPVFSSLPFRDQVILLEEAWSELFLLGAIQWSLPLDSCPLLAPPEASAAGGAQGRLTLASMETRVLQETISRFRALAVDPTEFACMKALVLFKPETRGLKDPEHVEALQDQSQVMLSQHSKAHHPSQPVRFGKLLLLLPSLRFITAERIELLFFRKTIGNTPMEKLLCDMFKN
#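 Assay system: NR2E3–RetCOR corepressor complex. Quantity: 1.35 nM GST-NR2E3. Buffer or medium: pH 7.5 Tris-based buffer. Reagent: biotinylated RetCOR corepressor at 7 nM final. Schedule: 5 h at 4 °C. Detection: TR-FRET, emission read at 617 and 671 nm. Replicates: one well per compound, singlicate testing.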
# Shn3 3UTR inh = reduction of Shn3 3'UTR firefly luciferase signal, primary screen, Schnurri-3 inhibitor project, cell-based, Clone20 osteoblasts, set 2; AID 588674, 2011; hit rate 0.52% among 360,000; Clone20 osteoblast Shn3 3'UTR firefly luciferase, 24 h; inhibition, % at 12.5 µM;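 active = mean inhibition of at least 75% with every replicate also reaching 75%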;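 also: 0% = median of neutral control wells and 100% = pilot-screen positive control compound; some compounds past the cut are filed as inactive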
# MITF TRPM1 inh = inhibitors of MITF-dependent TRPM1 promoter reporter, primary screen, cell-based, SK-MEL-5, single point, luciferase; SK-MEL-5 TRPM1 promoter luciferase, 24 h; inhibition, % at 12.5 µM; hit rate 0.83% among 330,000; AID 488899, 2010;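 active = mean inhibition across replicates of 60% or more, whatever share of single replicates reaches that level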; also: values of inactives mirror those of a sister screen read the other way
# hiPSC survival = enhancers of single-cell hiPSC survival, primary screen, ATPlite luminescence; 100% = ROCK inhibitor wells, 0% = DMSO; survival enhancement, % at 20 µM; hit rate 0.044% among 360,000; in the data active = survival enhancement above about 18%;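 also: cells exposed to compounds for 16 hours before the ATP read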
# HIF-2a block = HIF-2a reporter inhibitors, primary screen, luminescence, 786-0 RCC cells; 786-0 RCC cells HIF-2a reporter, luciferase luminescence, overnight; inhibition, % at 18.8 µM; hit rate 0.72% among 360,000;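 active = inhibition of the luminescence signal of 40% or more relative to plate controls, in a single-dose primary screen at 18.75 µM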
# TRAIL sens C8 = viability loss with TRAIL in NB7+C8 cells, primary screen, TRAIL sensitizer project, cell-based, ATPlite luminescence. inhibition (viability loss, TRAIL sensitization), % at 10 µM. hit rate 1% among 360,000. AID 624354, 2012;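 active = compounds causing at least 50% loss of cell viability in the single-dose screen, relative to plate controls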
# NR2E3 ag-2 = NR2E3 agonists in two-hybrid cells, primary screen, cell-based, luminescence, CHO-S, Gal4-NCOR/VP16-NR2E3; Photoreceptor-specific nuclear receptor (Homo sapiens), Q9Y5X4; luciferase; inhibition of corepressor binding, % at 3.98 µM; hit rate 0.35% among 360,000; AID 602229, 2012;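 active = inhibition above the mean of all tested compounds plus 3 SD, cut at about 70% in these data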;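 also: 0% = DMSO with NR2E3 transfected cells and 100% = cells lacking NR2E3 construct; higher means lower luciferase signal from less NR2E3 corepressor binding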
# KKLEB tox = cytotoxicity in KKLEB CF airway cells, primary screen, cytotoxicity control for CF NF-kB inhibitor project, cell-based, uHTS, fluorescence assay plates. AID 602141, 2011. activity change (cytotoxicity), % at 5 µM. KKLEB CF airway cells viability, ATPlite luminescence, overnight; active compounds read low; cells stimulated with P. aeruginosa culture filtrate. hit rate 0.36% among 360,000;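 active = corrected activity change at or below -50% at 5 µM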
# EBV LMP1 NFkB = EBV LMP1-driven NF-kappaB luciferase reporter inhibitors, primary screen, cell-based, luminescence, single point; LMP1-induced NF-kappaB luciferase reporter cells; hit rate 0.69% among 350,000; inhibition, % at 12.5 µM; in the data active = inhibition above about 41%;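 also: 0% = neutral control wells and 100% = reference inhibitor control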
# CF NFkB block = inhibitors of PAF-induced NF-kB signaling, primary screen, cell-based, GFP fluorescence, uHTS. KKLEB NF-kB-GFP reporter, GFP fluorescence overnight. inhibition, % at 5 µM. hit rate 0.86% among 360,000. AID 588850, 2011;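 active = at least 50% inhibition at 5 µM, scaled per plate between neutral and stimulator controls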;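 also: PAF is a Pseudomonas aeruginosa culture filtrate used as stimulus; plate controls were PAF-stimulated DMSO wells for no effect and unstimulated DMSO wells for full effect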
# An asterisk follows results filed as active; x = not tested or not shown. The list is partial; count on the stated rates, not on these rows.
# Codes: A = Peg3 promoter; B = NR2E3 ag-1; C = Shn3 3UTR inh; D = MITF TRPM1 inh; E = hiPSC survival; F = HIF-2a block; G = TRAIL sens C8; H = NR2E3 ag-2; I = KKLEB tox; J = EBV LMP1 NFkB; K = CF NFkB block
COc1cccc(-n2cnnc2SCC(=O)NC2CC2)c1
  A: 6; B: 1; C: -14; D: -4; E: -0.3; F: -5; G: -18; H: -5; I: -3; J: 0; K: 19

Cc1ccccc1CCN1CCCC(CN(C)C(=O)c2ccc3ncccc3c2)C1 (configuration not stated)
  A: -8; B: 4; C: -2; D: -1; E: -0.5; F: 2; G: 0; H: 28; I: -8; J: 12; K: 7

CC12CCC3C(CCC4CC(O)CCC43C)C1CC(O)C2 (configuration not stated)
  A: 32; B: x; C: 0; D: 3; E: -0.9; F: 5; G: 1; H: 13; I: 6; J: 0; K: 9

CCN1C(=O)[C@@H]2[C@@H](c3ccc(-c4ccc(Cl)c(Cl)c4)cc3)N3CCCC[C@@]3(C(=O)OC)[C@@H]2C1=O
  A: 15; B: 0; C: 30; D: -3; E: -2.9; F: 6; G: 1; H: 16; I: -5; J: 10; K: 26

CC(O)CNc1ccc(-c2n[nH]c(=O)c3ccccc23)cc1[N+](=O)[O-] (configuration not stated)
  A: 16; B: 1; C: 14; D: 2; E: 0.8; F: 22; G: -30; H: -20; I: -6; J: 11; K: 14

O=C(Nc1cccc(OC(F)(F)F)c1)C1Cc2c(-c3ccccc3Oc3ccccc3)ccnc2O1 (configuration not stated)
  A: 35; B: x; C: 41; D: x; E: -0.9; F: 23; G: 10; H: 6; I: -20; J: x; K: 30

CCOC(=O)c1cccc(NC(=O)c2ccco2)c1
  A: -108; B: 6; C: -15; D: -48; E: 0.8; F: -174; G: -1; H: -30; I: -3; J: -14; K: 2

COc1cccc(CN(C)C(=O)c2ccc(OCC(=O)N3CCOCC3)c(OC)c2)c1
  A: 3; B: -2; C: -5; D: 1; E: -0.4; F: 7; G: 11; H: -10; I: 7; J: -2; K: -13

Nc1cccc(-c2csc(-n3ncc(C(=O)O)c3C(F)(F)F)n2)c1
  A: -10; B: 5; C: 2; D: 13; E: -0.1; F: 6; G: 4; H: -20; I: -2; J: -3; K: -8

COc1ccccc1-c1cc(C(F)(F)F)c(C#N)c(=O)[nH]1
  A: -1; B: 0; C: -18; D: 9; E: -1.0; F: 7; G: -4; H: -16; I: -1; J: -15; K: 7

Cc1cc(C)nc(SCc2nnc(SCC(=O)Nc3ccc(C)c(C)c3)o2)n1
  A: -9; B: 0; C: -14; D: 12; E: -1.5; F: 7; G: 0; H: -24; I: -2; J: -4; K: 7

COC(=O)c1sc2nc(CN3CCOCC3)nc(N3CCOCC3)c2c1C
  A: 6; B: 2; C: 21; D: -1; E: 0.6; F: 10; G: 5; H: -21; I: -9; J: 9; K: 12

CCOC(=O)CSC1=C(C#N)C(=O)NC(c2ccc(OC)c(OC)c2)S1 (configuration not stated)
  A: -2; B: 2; C: 6; D: -6; E: -6.4; F: 9; G: -1; H: -1; I: 4; J: 5; K: -11

CCC1S/C(=N/N=C/c2ccco2)N(Cc2ccccc2)C1=O (configuration not stated)
  A: -3; B: -2; C: -10; D: x; E: 2.8; F: -5; G: 37; H: -3; I: -6; J: x; K: 5

O=C(c1ccc(Cl)nc1)N1CCN(S(=O)(=O)c2ccc(Cl)cc2)CC1
  A: 1; B: 2; C: -4; D: -2; E: -0.1; F: 20; G: -2; H: -9; I: 5; J: -10; K: -1

COc1ccc(-c2nnc(SC)o2)c(OC)c1
  A: -89; B: -2; C: -27; D: -19; E: -2.6; F: -113; G: -2; H: -33; I: 4; J: 0; K: 3

COc1ccc(CC(=O)NCC2COc3ccccc3O2)cc1 (configuration not stated)
  A: 1; B: -2; C: -11; D: 7; E: -0.3; F: -6; G: -6; H: 17; I: 5; J: -2; K: 7

Cc1ccccc1N1C(=O)c2cccc([N+](=O)[O-])c2C1=O
  A: 7; B: x; C: 0; D: -15; E: -0.7; F: 14; G: 8; H: 23; I: 0; J: -7; K: -2

COc1ccc(C2C(C(=O)NCc3cccnc3)c3cc(OC)c(OC)cc3C(=O)N2C)cc1 (configuration not stated)
  A: 18; B: 2; C: 2; D: -5; E: 0.8; F: 7; G: -21; H: 22; I: 4; J: 7; K: -16

CCc1ccccc1N(CC(=O)N1CCCC1)S(C)(=O)=O
  A: 3; B: 3; C: -5; D: -14; E: -0.5; F: 24; G: 2; H: 9; I: 10; J: 9; K: -1

CC1CN(CCCOc2ccccc2[N+](=O)[O-])CC(C)O1 (configuration not stated)
  A: 5; B: -3; C: -15; D: -2; E: 2.2; F: -25; G: -2; H: 11; I: -1; J: -4; K: -2

COc1cccc(OC)c1C(=O)OCCCOC(=O)c1c(OC)cccc1OC
  A: 12; B: 3; C: 12; D: 10; E: -0.5; F: 8; G: 3; H: -23; I: 4; J: 3; K: 24

CC1=CC(C)(C(Cl)(Cl)Cl)C(C)=CC1=NO (configuration not stated)
  A: 2; B: x; C: 18; D: x; E: -0.1; F: 13; G: 1; H: -15; I: -2; J: -4; K: -14

COc1ccc(CCN(C)c2ncnc3sccc23)cc1OC
  A: 14; B: -1; C: 12; D: 1; E: 0.6; F: -21; G: 0; H: -4; I: -2; J: 4; K: -2

Cc1cc(C(=O)NCCc2ccc(Cl)cc2)c(C)o1
  A: -204; B: -5; C: -62; D: -41; E: 0.1; F: -228; G: -15; H: -97; I: -8; J: -28; K: -10

# Codes: A = Peg3 promoter; B = NR2E3 ag-1; C = Shn3 3UTR inh; D = MITF TRPM1 inh; E = hiPSC survival; F = HIF-2a block; G = TRAIL sens C8; H = NR2E3 ag-2; I = KKLEB tox; J = EBV LMP1 NFkB; K = CF NFkB block
CCN(CC(=O)Nc1ccccc1C(F)(F)F)C(=O)COc1cccc2c1OC(C)(C)C2
  A: 20; B: 4; C: -25; D: 5; E: -0.4; F: 30; G: -3; H: -2; I: -4; J: -1; K: -21

COc1ccc(CCN2C(=O)C=CC2=O)cc1OC
  A: 96*; B: x; C: 63; D: 24; E: -1.9; F: 55*; G: -4; H: -23; I: -4; J: -1; K: 6

Cn1c(NCc2ccccc2)nc2cc(-c3cccc(C(F)(F)F)c3)sc2c1=O
  A: -11; B: x; C: -4; D: x; E: 5.4; F: -33; G: 1; H: -7; I: 3; J: x; K: 3

O=C(CCN1CCCC1)Nc1ccc(Br)cc1
  A: 2; B: -1; C: 6; D: -1; E: -3.0; F: 1; G: -3; H: -2; I: -4; J: -5; K: 1

OCC(O)C(O)CC1SCCS1 (configuration not stated)
  A: -4; B: x; C: 11; D: 2; E: -2.4; F: 2; G: 6; H: 14; I: 5; J: -3; K: -13

COc1ccc(-c2[nH]c(-c3ccccc3)nc2SCC(=O)NC2CCCC2)cc1
  A: 9; B: 2; C: 15; D: x; E: -1.1; F: 11; G: -9; H: -10; I: -19; J: -1; K: 6

COc1ccccc1CN1C(=O)CN(C2CCCCCC2)C(=O)C1c1ccc(F)cc1 (configuration not stated)
  A: 12; B: 1; C: -43; D: 13; E: 8.0; F: -10; G: 1; H: -12; I: -3; J: 5; K: -18

C=CCNC(=S)NNC(=O)c1ccncc1
  A: -1; B: -2; C: 10; D: -1; E: -0.4; F: 10; G: -5; H: -26; I: 1; J: -4; K: -2

Cc1c(C(=O)N2CCC(C(N)=O)CC2)oc2ccc(Br)cc12
  A: -240; B: -2; C: -36; D: -22; E: 0.2; F: -84; G: -12; H: -140; I: 6; J: -28; K: -6

CCc1ccccc1N(CC(=O)NC(C)(C)CC)C(=O)CCC(=O)Nc1nccs1
  A: 2; B: -4; C: 3; D: 3; E: 0.6; F: 11; G: -7; H: -16; I: -24; J: -2; K: 1

Cc1cc(C)n2nc(C(=O)Nc3ccc4c(c3)OCCO4)nc2n1
  A: -184; B: -1; C: -36; D: -44; E: -0.4; F: -194; G: 51*; H: -11; I: 19; J: 6; K: 11

CC1CCCCN1C(=O)c1ccccc1OC1CCN(S(C)(=O)=O)CC1 (configuration not stated)
  A: 3; B: -4; C: -2; D: -1; E: 2.1; F: 17; G: 0; H: -1; I: -6; J: -2; K: -3

CC1COC(C)(CC(=O)NN2C(=O)c3ccccc3C2=O)O1 (configuration not stated)
  A: 8; B: 3; C: -1; D: 3; E: 4.1; F: 14; G: -9; H: -26; I: -17; J: -1; K: -8

Cc1ccc(NC(=O)Cc2ccc3c(c2)CCCC3)cc1C
  A: -30; B: 2; C: -27; D: -2; E: 0.0; F: -77; G: -17; H: -10; I: 6; J: -9; K: -5

O=C(Nn1cnc2ccccc2c1=O)c1ccc([N+](=O)[O-])cc1
  A: 4; B: -1; C: 2; D: -14; E: 1.3; F: 14; G: -11; H: -38; I: -3; J: 10; K: -22

COc1ccc(NC(=O)CN(C)C(=O)c2c(-c3c(F)cccc3Cl)noc2C)cc1
  A: 7; B: 1; C: -1; D: 0; E: -0.4; F: 9; G: -1; H: 8; I: 4; J: 0; K: 8

Cc1cc(C)n2cc(CSc3nc4ccccc4s3)nc2n1
  A: -212; B: -1; C: -61; D: -35; E: 2.7; F: -150; G: -8; H: -68; I: 10; J: -7; K: -6

C/C(=N\NC(=O)c1nnn(-c2nonc2N)c1-c1ccccc1)c1ccco1
  A: 16; B: x; C: -10; D: -1; E: 0.0; F: -5; G: 4; H: -8; I: 2; J: -2; K: -11

# Grouped by structure, the entries above containing two or more sulfur atoms (4)
# Codes: A = Peg3 promoter; B = NR2E3 ag-1; C = Shn3 3UTR inh; D = MITF TRPM1 inh; E = hiPSC survival; F = HIF-2a block; G = TRAIL sens C8; H = NR2E3 ag-2; I = KKLEB tox; J = EBV LMP1 NFkB; K = CF NFkB block
Cc1cc(C)nc(SCc2nnc(SCC(=O)Nc3ccc(C)c(C)c3)o2)n1
  A: -9; B: 0; C: -14; D: 12; E: -1.5; F: 7; G: 0; H: -24; I: -2; J: -4; K: 7

CCOC(=O)CSC1=C(C#N)C(=O)NC(c2ccc(OC)c(OC)c2)S1 (configuration not stated)
  A: -2; B: 2; C: 6; D: -6; E: -6.4; F: 9; G: -1; H: -1; I: 4; J: 5; K: -11

OCC(O)C(O)CC1SCCS1 (configuration not stated)
  A: -4; B: x; C: 11; D: 2; E: -2.4; F: 2; G: 6; H: 14; I: 5; J: -3; K: -13

Cc1cc(C)n2cc(CSc3nc4ccccc4s3)nc2n1
  A: -212; B: -1; C: -61; D: -35; E: 2.7; F: -150; G: -8; H: -68; I: 10; J: -7; K: -6
